Assay outcomes: PubChem BioAssay, Broad Institute
ERAP1 HTS inh: blocks human ERAP1 aminopeptidase activity; Q9NZ08; recombinant ERAP1, Leu-AMC fluorescence, 60 min; inhibition, % at 10.7 µM; 0.15% of 340,000 active;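 active = mean replicate inhibition of at least 30%, or all replicates individually reaching that 30% level; inactive = mean below 30% and not every replicate reaching it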;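 note: 0% = neutral control wells and 100% = L-leucinethiol positive control wells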
miR-122 sensor: inhibitors of miR-122 in Huh7 cells. Huh7 miR-122 Renilla luciferase sensor, 48 h; neutral wells = 0, positive control = 100. activation (reporter increase), % at 12.5 µM. 0.3% of 340,000 active;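 active = mean replicate activation score at least 90 and every replicate individually at or above 90; inconclusive = only one of the two criteria met; inactive = neither criterion met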;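 note: higher luciferase means less miR-122 activity so hits act as miR-122 inhibitors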
SIRT5 block: blocks human SIRT5 desuccinylation of peptide; inhibition, % at 15 µM; Q9NXA8; 1.1% of 330,000 active; Purified SirT5, succinyl-peptide AMC, trypsin-coupled fluorescence; in the data active = inhibition above about 15%; inconclusive = no clear call, values can overlap the other calls
Target sequence (Q9NXA8 whole entry, looked up): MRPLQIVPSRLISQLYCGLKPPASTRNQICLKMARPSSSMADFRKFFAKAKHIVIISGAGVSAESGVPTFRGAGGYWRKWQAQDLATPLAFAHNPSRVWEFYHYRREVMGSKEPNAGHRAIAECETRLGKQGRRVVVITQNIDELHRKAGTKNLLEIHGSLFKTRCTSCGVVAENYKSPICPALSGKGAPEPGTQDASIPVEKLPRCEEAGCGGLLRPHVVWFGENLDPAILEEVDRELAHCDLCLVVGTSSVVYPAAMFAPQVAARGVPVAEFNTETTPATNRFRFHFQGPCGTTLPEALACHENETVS
CASP6 VEID inh: caspase-6 (human) enzyme inhibition | inhibition, % at 12.5 µM | purified caspase-6, Z-VEID-R110 cleavage fluorescence | 0.53% of 350,000 active;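 active = mean inhibition across replicates at least about 35%, with every replicate also reaching that limit, limit read from the data; inconclusive = only one of the two criteria met; inactive = neither criterion met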;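 note: 0% = median of neutral control wells and 100% = no fluorescence left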
Target sequence (P55212 24-179 limits assumed): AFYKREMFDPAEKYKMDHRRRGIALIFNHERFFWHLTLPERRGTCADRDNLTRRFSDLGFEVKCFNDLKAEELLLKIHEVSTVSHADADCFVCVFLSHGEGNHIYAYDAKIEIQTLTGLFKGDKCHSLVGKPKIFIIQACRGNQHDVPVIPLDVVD
Target sequence (P55212 194-293 limits assumed): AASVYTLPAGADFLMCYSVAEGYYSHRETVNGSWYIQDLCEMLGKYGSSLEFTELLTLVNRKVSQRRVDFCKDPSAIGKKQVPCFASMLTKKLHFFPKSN
ERp5 inh: blocks human ERp5 reductase activity on insulin | Q15084 | ERp5 insulin aggregation, absorbance 650 nm, 90 min | inhibition, % at 9.99 µM | 0.05% of 350,000 active | AID 651711;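 active = mean replicate inhibition above about 25%, with every replicate also reaching it, limit read from the data, passing the limit was not always enough; inconclusive = only one of those two criteria met; inactive = neither criterion met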
Target sequence (Q15084 whole entry, looked up): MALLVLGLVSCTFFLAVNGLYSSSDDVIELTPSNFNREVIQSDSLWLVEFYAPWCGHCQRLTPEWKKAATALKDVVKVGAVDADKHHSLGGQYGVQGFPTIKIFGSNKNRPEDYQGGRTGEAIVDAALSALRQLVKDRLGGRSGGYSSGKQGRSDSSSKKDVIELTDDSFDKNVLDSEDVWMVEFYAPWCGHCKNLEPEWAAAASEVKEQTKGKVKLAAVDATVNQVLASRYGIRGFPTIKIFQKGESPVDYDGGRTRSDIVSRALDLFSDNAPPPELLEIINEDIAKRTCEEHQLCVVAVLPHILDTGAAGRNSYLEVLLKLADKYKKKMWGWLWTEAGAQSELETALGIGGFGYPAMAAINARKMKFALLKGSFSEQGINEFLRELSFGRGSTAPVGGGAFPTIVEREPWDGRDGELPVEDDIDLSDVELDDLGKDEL
DENV2 CPE: inhibitors of DENV2 cytopathic effect | DENV2-infected cells, cytopathic effect rescue, plate reader | CPE inhibition, % at 9.99 µM | 1.7% of 350,000 active; in the data active = CPE inhibition above about 20%, passing the limit was not always enough; inconclusive = no clear call, values can overlap the other calls; tested in BHK-21 cells;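 note: 0% = median of neutral control wells and 100% = median of positive control wells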
CFTR F508del cor: correctors of CFTR F508del function in bronchial epithelial cells; CFBE cells, YFP halide quenching; stimulated with forskolin plus potentiator P3; % fluorescence drop versus neutral controls; AID 720511; 0.36% of 350,000 active; activity (quench increase), % at 7.58 µM;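 active = mean added fluorescence quench of at least 8% versus neutral control, with both replicates also reaching 8%; inconclusive = only one of the mean or replicate conditions met; inactive = mean below 8% and not both replicates reaching 8%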;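 note: cells transiently co-express mutant CFTR-F508del with the halide-sensitive YFP; corrector assay measuring rescue of mutant channel to the surface after 24 h compound exposure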
* marks the source's active call; other numbers are inactive results; u = inconclusive; x = no result given; & = joins results of further samples; [ ] = another dose, or the depositor's remark. Rows were taken by chance, and some 4% of all compounds hit somewhere here.

SMILES	ERAP1 HTS inh	miR-122 sensor	SIRT5 block	CASP6 VEID inh	ERp5 inh	DENV2 CPE	CFTR F508del cor
COc1ccc2[nH]c(C)c(CCNC(=S)Nc3ccc(F)cc3)c2c1	-2	x	0	-1	-4	-1	-1.9
CO[C@H]1CN(C)C(=O)c2ccc(NS(=O)(=O)c3ccc(Cl)cc3)cc2OC[C@@H](C)N(C(=O)NC(C)C)C[C@@H]1C	-2	-1[16.7 µM]	-1	-1	-3	10	-1.8
CCOC(=O)c1oc2ccccc2c1NC(=O)c1cc(OC)cc(OC)c1	3	x	7	-2	-1	7	-3.1
CCCC#Cc1ccc2c(c1)O[C@@H](CN(C)C(=O)Nc1ccccc1F)[C@@H](C)CN([C@@H](C)CO)S2(=O)=O	0	7[16.7 µM]	13	-2	0	-3	4.0
CCN(CC)c1ccc(NS(=O)(=O)c2cn(C)c(=O)n(C)c2=O)c(C)c1	-1	x	-3	1	7	-8	3.6
CCCN=C1N(CC)C[C@@H]2[C@@H]3C(=O)N(Cc4ccccc4)C(=O)[C@@H]3[C@](Cc3ccccc3)(C(=O)OC)N12	9	4	1	-3	7	5	2.9
COc1ccc(CCNC(=O)CNC(=O)c2ccc3c(c2)OCO3)cc1OC	-1	x	2	1	7	-7	-0.4
COC(=O)c1cc(=O)n(Cc2ccc3c(c2)OCO3)c(=Nc2ccc(F)c(Cl)c2)s1	2	x	-2	2	2	-4	-4.2
O=C(O)CSc1cccc2cccnc12	1	2	x	0	2	3	-1.4
O=C1c2ccccc2C(=O)c2c1cccc2N1CCN(C/C=C/c2ccccc2)CC1	0	-2	-8	-2	-2	-5	0.1
COc1cccc(S(=O)(=O)Nc2ccc3c(c2)OC[C@@H](C)NC[C@@H](C)[C@@H](OC)CN(C)C3=O)c1	4	5[16.7 µM]	-1	3	-3	-6	0.4
O=C(C[C@@H]1CC[C@@H]2[C@H](COC[C@@H](O)CN2Cc2cccc(Cl)c2)O1)N1CCCCC1	-2	-8[16.7 µM]	-2	0	-2	3	-1.4
O=C(C[C@H]1C=C[C@H](NS(=O)(=O)c2ccccc2)[C@@H](CO)O1)NCCN1CCCCC1	2	x	5	-1	-6	-11	-0.9
COC(=O)c1ccc(COc2ccc(/C=N/Nc3nc(C)cc(=O)[nH]3)cc2)cc1	x	-2	-4	-1	-2	-1	0.5
C[C@@H]1CCCCO[C@H](CN(C)C(=O)Nc2ccccc2)[C@@H](C)CN([C@H](C)CO)C(=O)c2cc(NC(=O)Nc3cccc4ccccc34)ccc2O1	7	2[16.7 µM]	3	-3	1	2	-1.4
Cc1ccc(C(=O)NC(C)c2ccncc2)o1 (configuration not stated)	4	-3	-2	-2	2	12	1.3
O=C(NCCO)C1COc2ccccc2O1 (configuration not stated)	5	-2	1	-4	-9	6	-3.1
COc1ccc(/C=C(\NC(=O)c2ccco2)C(=O)Nc2ccc(C(C)=O)cc2)cc1	-2	x	-1	-2	3	-11	-0.7
CC(=O)NCCOC(=O)c1nn(Cc2ccccc2)c(=O)c2ccccc12	1	-4	2	2	-2	-2	2.0
Oc1ccc(C=NNC(=S)Nc2cccnc2)nc1	1	x	x	-3	-4	17	1.5

In the list so far, 2 contain an NH in an aromatic ring.
SMILES	ERAP1 HTS inh	miR-122 sensor	SIRT5 block	CASP6 VEID inh	ERp5 inh	DENV2 CPE	CFTR F508del cor
COc1ccc2[nH]c(C)c(CCNC(=S)Nc3ccc(F)cc3)c2c1	-2	x	0	-1	-4	-1	-1.9
COC(=O)c1ccc(COc2ccc(/C=N/Nc3nc(C)cc(=O)[nH]3)cc2)cc1	x	-2	-4	-1	-2	-1	0.5

Additional structures follow.
SMILES	ERAP1 HTS inh	miR-122 sensor	SIRT5 block	CASP6 VEID inh	ERp5 inh	DENV2 CPE	CFTR F508del cor
CO[C@H](CN(C)S(=O)(=O)c1cn(C)cn1)[C@@H](C)CN(C(=O)Nc1ccc(C(F)(F)F)cc1)[C@@H](C)CO	-1	x	x	1	1	-2	-3.3
CCc1ccc(S(=O)(=O)NC(=S)Nc2ccccc2)cc1	-2	-3	-2	-3	2	2	-1.6
COc1cc(CNC(C)(C)C)ccc1OCC(=O)NC(C)(C)C	-1	x	x	-9	-2	-3	1.0
O=C(C[n+]1ccccc1)N/N=C/c1cccs1	1	x	2	-11	1	1	-2.3
COc1ccc(C#Cc2ccc([C@@H]3[C@H](CO)N4CCCCN(Cc5ccncc5)C[C@@H]34)cc2)cc1	-2	-14[16.7 µM]	-4	-4	-4	-28	-2.0
COc1cccc(N2CCC(N3CCN(C)C(CCO)C3)CC2)c1 (configuration not stated)	2	4	-7	-17	-1	7	-0.5
CCOC(=O)c1ccc(S(=O)(=O)NCCNCc2ccccc2)cc1	-1	-13	-1	-7	-4	0	4.4
O=C(CSc1ccc(-c2ccco2)nn1)NCCc1ccccc1	-3	x	0	2	3	6	-2.1
O=C1N=C(N2CCCCC2)S/C1=C\c1ccc(Cl)cc1	-2	x	-2	1	-2	-3	1.3
CN1C(=O)c2cc(NC(=O)NC3CCCC3)ccc2OC[C@H]2O[C@H](CC(=O)O)CC[C@@H]21	0	22[16.7 µM]	-3	2	7	-2	0.4
CC=Cc1ccc2n(c1=O)C[C@H]1[C@H](CO)[C@@H](C(=O)NC3CCCC3)[C@@H]2N1C(=O)c1cnccn1 (mixture of isomers)	2	x	-7	2	-3	-8	-3.1
CCCC#Cc1cnc2c(c1)C(=O)N([C@@H](C)CO)C[C@@H](C)[C@H](CN(C)C(=O)c1ccccc1)O2	-4	-21[16.7 µM]	0	2	-1	3	1.3
CCN(CC)C(=O)C1=C(C)N(CCCN2CCCC2=O)C(=O)C(CC(=O)NCCN2CCOCC2)C1 (configuration not stated)	13	-1	0	12	-1	0	-1.3
COc1ccc2c3c([nH]c2c1)[C@H](CO)N(Cc1cc(F)ccc1F)CC31CN(C(C)=O)C1	1	x	-5	1	-1	6	-2.0
Cc1ccc(C)c(NC(=O)CC2Oc3ccccc3NC2=O)c1 (configuration not stated)	-1	3	-2	-3	1	-3	-2.1
C[C@@H]1CN([C@H](C)CO)C(=O)c2cc(C#CC3CCCCC3)cnc2O[C@@H]1CN(C)Cc1cccnc1	-2	2[16.7 µM]	0	3	1	-3	1.6
CCN(C[C@@H]1N[C@@H](CO)[C@H]1c1ccc(C2=CCCC2)cc1)C(=O)c1ccncc1	0	24[16.7 µM]	4	0	-1	1	0.4
CCOC(=O)CSc1nc2c(cnn2-c2ccc(Cl)cc2)c(=O)[nH]1	2	x	-4	0	-3	2	-0.8
O=C(Nc1cc2c3c(c1)CC(=O)N3CCC2)c1ccc(Br)cc1	0	x	-3	3	-2	4	1.3
CCCCCCSc1ccc([C@H]2N[C@@](Cc3ccccc3)(C(=O)OC)[C@H]3C(=O)N(C)C(=O)[C@@H]23)cc1	x	-7	x	1	5	-7	1.6

The last 2 records of the section before come first, to join the parts.
SMILES	ERAP1 HTS inh	miR-122 sensor	SIRT5 block	CASP6 VEID inh	ERp5 inh	DENV2 CPE	CFTR F508del cor
O=C(Nc1cc2c3c(c1)CC(=O)N3CCC2)c1ccc(Br)cc1	0	x	-3	3	-2	4	1.3
CCCCCCSc1ccc([C@H]2N[C@@](Cc3ccccc3)(C(=O)OC)[C@H]3C(=O)N(C)C(=O)[C@@H]23)cc1	x	-7	x	1	5	-7	1.6
C[C@@H]1CN([C@@H](C)CO)C(=O)c2cccc(NS(=O)(=O)c3ccc(F)cc3)c2O[C@H]1CN(C)Cc1ccc(C(F)(F)F)cc1	0	26[16.7 µM]	1	1	-2	2	-1.2
O=C(OCC(=O)N1CCCCC1)c1ccc(OC(F)(F)F)cc1	-2	-1	-2	-1	-1	2	0.8
CC(=O)c1c(C)n(-c2ccccc2)c2ccc(OCC(N)=O)cc12	-1	7	-1	3	3	-4	0.1
CCCC#Cc1ccc([C@@H]2[C@H]3CN(C(=O)c4ccncc4)CC(=O)N3[C@H]2CO)cc1	-1	x	-4	3	18	-1	0.8
COc1cccc(NC(=O)N(C)C[C@@H]2Oc3ncc(C4=CCCCC4)cc3C(=O)N([C@H](C)CO)C[C@@H]2C)c1	5	-4[16.7 µM]	-1	1	6	-7	0.7
O=C(Nc1cc(F)ccc1F)N1C[C@@H]2[C@H](c3ccccc31)[C@@H](CO)N2Cc1ccncc1	0	-20[16.7 µM]	3	1	4	0	-2.2
CC(Sc1ccc(S(=O)(=O)N2CCCCCC2)cn1)C(N)=O (configuration not stated)	-3	-11	11	0	0	-8	-2.7
CC(=O)Nc1ccc(S(=O)(=O)Nc2ccccc2C(=O)N2CCCC2)cc1	0	x	-8	0	-2	0	-0.1
CC(C)Cc1nc2sc3c(c2c(=O)n1N)CC(C(C)C)OC3 (configuration not stated)	-1	-8	1	-2	-2	9	-1.6
COc1ccc(CNCCC(c2ccc(OC)cc2)c2ccccc2OC)cc1 (configuration not stated)	1	-32	-9	-1	0	8	1.1
Cc1ccc(O)c(N=NC2=C(O)CC(C)(C)CC2=O)c1	1	-14	-4	10	4	-10	x
Cc1ccc(C(=O)NCCSCc2ccc(Cl)cc2Cl)cc1[N+](=O)[O-]	3	x	-1	-6	0	-4	x
O=C(O)c1cccc(-n2c(O)c(C=C3N=c4ccccc4=N3)sc2=S)c1	4	4	3	59*	-5	-3	-0.3
O=C(Cn1cnc2ccccc2c1=O)N1CCN(c2ccc(F)cc2)CC1	9	0	0	-3	0	6	3.7
O=C(Nc1ccc(Cl)c(Cl)c1)N[C@@H]1CC[C@H](CCn2cc(C3CCCC3)nn2)O[C@@H]1CO	-1	x	5	2	-8	28*	1.3
COc1ccccc1NC(=O)C(=O)Nc1ccc2c(c1)N(C(=O)C1CC1)CCC2	-3	x	-12	0	5	-4	-1.8
C/C=C/c1ccc([C@H]2[C@H](CO)N3C(=O)CN(S(=O)(=O)c4cccc(F)c4)C[C@@H]23)cc1	0	x	1	-3	6	1	-2.4
O=C(C[C@@H]1C[C@@H]2c3cc(NC(=O)NC4CCCC4)ccc3O[C@@H]2[C@H](CO)O1)NCc1ccccc1F	-2	1[16.7 µM]	1	0	-3	19	-1.2
Cc1ccc(NC(=O)C2c3ccccc3Oc3ccccc32)c(C)c1	5	x	0	-2	1	u	3.0
OCC1(Cc2ccc(F)cc2)CCCN(Cc2ccc(F)cc2Cl)C1 (configuration not stated)	0	3	0	-1	2	12	0.6
CCCCN(C(=O)c1nn(C)c(=O)c2ccccc12)c1c(N)n(CC(C)C)c(=O)[nH]c1=O	9	x	0	1	0	-6	0.1
Cc1ccc(C(=O)CSc2nc(C)cc(C)c2C(N)=O)cc1	0	x	-5	1	8	1	1.7
O=C(N/N=C/c1cccs1)c1ccc2ccccc2c1	1	4	2	0	-1	-5	1.6
Cc1cccc(S(=O)(=O)N2[C@@H]3CNC[C@H]2C3c2ccc(-c3ccccc3C)cc2)c1 (some centres not stated)	4&2	x	2&-2	-2&-2	0&-2	-2&1	1.1&-0.4
CC(C)NC(=O)Nc1ccc2c(c1)CC(=O)N([C@H](C)CO)C[C@H](C)[C@@H](CN(C)Cc1ccc(Cl)c(Cl)c1)O2	1	-1[16.7 µM]	4	-1	20	7	-2.4
O=C(O)c1cc(-c2ccc(/C=N/NC(=S)Nc3ccccc3)o2)ccc1Cl	-16	-3	16*	x	2	2	1.0
O=C(C[C@H]1C[C@H]2c3cc(NC(=O)C4CCOCC4)ccc3O[C@H]2[C@@H](CO)O1)NCc1ccc(Cl)cc1	-1	-1[16.7 µM]	-2	1	3	-1	-0.2
CCOc1ccc(S(=O)(=O)N2CCCCC2)cc1NC(=O)Cc1cccs1	-7	0	-22	-3	2	-13	0.0
C#CCN(C[C@@H](CC(C)C)NC(=O)OC(C)(C)C)S(=O)(=O)c1ccc(Br)cc1F	x	1	-1	1	2	-4	-2.8
COc1ccc(S(=O)(=O)NCc2ccccn2)cc1NC(=O)c1ccccc1	-2	31	-1	1	-3	17	3.2
COc1cccc(CN2CCNC(=O)C2CC(=O)N(C)Cc2nc(C)cs2)c1OC (configuration not stated)	-4	-9	0	0	5	3	-0.7
O=C1C(Cl)=C(N2CCCC2)C(=O)N1c1ccccc1F	1	-1	-3	4	-7	-2	-0.8
Cc1nc2sc3c(c2c(=O)[nH]1)CCCC3	2	6	4	-1	1	-1	1.0
